USP1-UAF1 inh = blocks the human USP1/UAF1 deubiquitinase complex. O94782. recombinant USP1/UAF1, Ub-Rhodamine cleavage fluorescence. Potency, µM (doses to about 57.1 µM), without a hit: at the highest dose activity change, negative = inhibition, actives largely listed as inhibitors. 390,000 compounds, 0.23% hits. AID 743255; further: potency means the concentration at half of the fitted maximal effect; on the % scale 0 is the no-effect control and ±100 the full control effect; nearly all actives have a fitted effect of over 60% in size; inactives centre near -12
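USP1/UAF1 complex (1 nM) preincubated 15 min at room temperature with compound, then Ub-Rho substrate (150 nM final) added. Kinetic fluorescence at 480/540 nm over 6 reads at 60 s intervals; 50 mM HEPES pH 7.8, 0.5 mM EDTA, 0.1 mg/ml BSA, 1 mM TCEP, 0.01% Tween-20.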
rTrxR1 inhibitor = inhibitors of rat thioredoxin reductase 1. O89049. Potency, µM (highest dose often 114 µM), for the others: at the top dose activity change, negative = inhibition, most hits filed as inhibitors. recombinant rTrxR1, NADPH fluorescence consumption, selenite substrate. AID 588453. 390,000 compounds, 1% hits; further: potency means the concentration at half of the fitted maximal effect; on the % scale 0 is the no-effect control and ±100 the full control effect; nearly all actives have a fitted effect of over 65% in size
Target sequence (O89049 whole entry, looked up): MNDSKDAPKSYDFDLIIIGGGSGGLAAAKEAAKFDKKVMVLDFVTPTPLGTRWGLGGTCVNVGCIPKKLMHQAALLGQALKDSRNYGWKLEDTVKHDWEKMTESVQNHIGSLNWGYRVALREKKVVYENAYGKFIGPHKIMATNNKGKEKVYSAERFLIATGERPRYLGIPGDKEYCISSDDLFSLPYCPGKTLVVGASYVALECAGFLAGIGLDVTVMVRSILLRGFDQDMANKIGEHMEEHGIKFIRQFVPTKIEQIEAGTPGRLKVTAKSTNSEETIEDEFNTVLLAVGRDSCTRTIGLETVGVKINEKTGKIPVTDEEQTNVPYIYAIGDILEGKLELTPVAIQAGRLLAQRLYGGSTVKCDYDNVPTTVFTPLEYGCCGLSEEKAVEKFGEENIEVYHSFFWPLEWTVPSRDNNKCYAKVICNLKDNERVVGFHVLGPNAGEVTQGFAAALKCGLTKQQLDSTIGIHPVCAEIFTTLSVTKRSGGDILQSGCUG
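Rat TrxR1 (90 nM in the dispensed reagent) was pre-reduced with 400 uM NADPH for 5 min at room temperature, then incubated with compound for 15 min. After 400 uM selenite was added, NADPH fluorescence (Ex 340/Em 450 nm) was followed for 8 min.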
Pin1 inhibitor = human Pin1 inhibition | AID 504891 | Q13526 | Pin1 FP peptide displacement, HiFluor488, 10 min | 390,000 compounds, 0.009% hits | Potency, µM (highest dose often 115 µM), inactives show top-dose activity, negative = inhibition, hits mostly inhibitors; active means well fitted inhibition curve with a large enough effect in the polarisation, with a control signal flat, not every such curve was filed as active; inconclusive means small, poorly fitted or top-dose-only effect, or effect the other way, or a change in a side signal; inactive means no such curve, though single readings can be large or run the other way; the % refers to the polarisation; further: potency means the concentration at half of the fitted maximal effect; on the % scale 0 is the no-effect control and ±100 the full control effect
HP1b chromo inh = inhibitors of HP1-beta chromodomain binding to methylated histone tails | P83916 | AlphaScreen HP1-beta / biotin-H3K9me3 peptide binding | Potency, µM (titrated, usually from 114 µM), for the others: at the highest dose activity change, negative = inhibition, actives largely listed as inhibitors | 390,000 compounds, 0.56% hits | AID 540317; further: potency means the concentration at half of the fitted maximal effect; nearly all actives have a fitted effect of over 70% in size; inactives centre near 23
Target sequence (P83916 whole entry, looked up): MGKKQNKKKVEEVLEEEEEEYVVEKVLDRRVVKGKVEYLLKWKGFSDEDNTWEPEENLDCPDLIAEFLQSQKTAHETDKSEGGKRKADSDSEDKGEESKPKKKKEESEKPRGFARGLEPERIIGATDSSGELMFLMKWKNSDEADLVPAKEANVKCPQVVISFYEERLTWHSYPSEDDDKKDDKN
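Compound inhibition of the preformed complex between 50 nM HP1-beta and 50 nM biotinylated H3K9me3 peptide was read by AlphaScreen. Buffer was PBS pH 7.4 with 0.01% Tween-20. Incubations ran 30 min at room temperature, with 10 ug/mL donor/acceptor beads.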
PI4K2A block = PI4K2A (human) kinase inhibition | 420,000 compounds, 0.13% hits | activity change, negative = inhibition, % at 76.9 µM | Q9BTU6 | purified PI4K2A, ADP-Glo luminescence, 1 h; stronger effect = lower value; in the data active means activity change below about -50%; inconclusive means mostly about -30% to -49%;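 further: -100% = wells without enzyme as full effect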
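In this quantitative HTS, ADP production by PI4K2A was quantified luminescently after 1 h at ambient temperature; 100 microM adenosine served as plate-quality control.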
TrxR1 substrate = rat thioredoxin reductase 1 substrate activity; O89049; purified TrxR1 substrate turnover, NADPH consumption readout; Potency, µM (doses to about 114 µM), for inactives: at the top dose activity change, negative = substrate turnover; 390,000 compounds, 0.01% hits; AID 588456; further: potency means the concentration at half of the fitted maximal effect; on the % scale 0 is the no-effect control and ±100 the full control effect; nearly all actives have a fitted effect of over 50% in size
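Rat TrxR1, dispensed at 90 nM, was prereduced with 400 uM NADPH (final) for 5 min at ~22 deg C, then incubated with compound 15 min before 400 uM selenite. A first-read NADPH fluorescence drop versus no-compound background flagged substrates.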
GLS inh = inhibitors of human glutaminase (GLS). 410,000 compounds, 0.21% hits. O94925. Potency, µM (highest dose often 45.5 µM), without a hit: at the top dose activity change, negative = inhibition, usual class: inhibitors. GLS enzymatic activity, qHTS titration; further: potency means the concentration at half of the fitted maximal effect; on the % scale 0 is the no-effect control and ±100 the full control effect
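hKGA in 45 mM KH2PO4 (pH 8.2), 0.02% Tween-20 with compound, then 1mM L-Glutamine (stock as added) plus glutamate oxidase/HRP/Amplex red coupling mix. Fluorescence read initially and after 30 min at RT; signal change reflects glutamate formation.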
IDH1 R132H inh = blocks human mutant IDH1 R132H enzyme | O75874 | IDH1-R132H enzyme, NADPH consumption, diaphorase/resazurin fluorescence | Potency, µM (titrated, usually from 76.6 µM), without a hit: at the highest dose activity change, negative = inhibition, actives largely listed as inhibitors | 390,000 compounds, 0.093% hits | AID 602179; further: potency means the concentration at half of the fitted maximal effect; on the % scale 0 is the no-effect control and ±100 the full control effect; nearly all actives have a fitted effect of over 65% in size
Target sequence (O75874 whole entry R132H, stated change not applied): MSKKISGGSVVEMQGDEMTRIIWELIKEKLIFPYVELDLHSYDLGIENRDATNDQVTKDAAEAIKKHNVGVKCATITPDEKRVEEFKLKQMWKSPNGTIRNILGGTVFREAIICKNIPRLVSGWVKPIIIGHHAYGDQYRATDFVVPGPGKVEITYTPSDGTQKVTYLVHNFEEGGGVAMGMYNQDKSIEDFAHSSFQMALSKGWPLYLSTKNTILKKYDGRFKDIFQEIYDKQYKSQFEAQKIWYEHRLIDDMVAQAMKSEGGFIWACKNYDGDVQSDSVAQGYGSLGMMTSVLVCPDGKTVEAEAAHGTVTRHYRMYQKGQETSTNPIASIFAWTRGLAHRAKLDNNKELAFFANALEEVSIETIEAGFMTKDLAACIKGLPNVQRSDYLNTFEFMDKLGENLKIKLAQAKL
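IDH1-R132H (0.5 ug/mL) preincubated 30 min with compound, then NADPH (0.016 mM) and alpha-KG (2 mM) added; 80 min at RT, pH 7.5. Remaining NADPH coupled via diaphorase/resazurin to fluorescence (540/590 nm); concentration-response curves normalized to no-enzyme control.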
PGK inhibitor = inhibitors of T. brucei phosphoglycerate kinase. 380,000 compounds, 0.043% hits. P07378. AID 602233. PGK/GAPDH coupled, Kinase-Glo luminescence, 60 min. Potency, µM (top dose mostly 57.5 µM), for the others: top-dose activity change, negative = inhibition, most hits filed as inhibitors; further: potency means the concentration at half of the fitted maximal effect; on the % scale 0 is the no-effect control and ±100 the full control effect; nearly all actives have a fitted effect of over 60% in size
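Recombinant glycosomal PGK reaction used 1,3-bisphosphoglycerate generated in-well by GAPDH (100nM final) in 100mM TEA pH 7.6, 5mM MgCl2, 0.01% Tween-20. After 60 minutes at room temperature, ATP was read by Kinase-Glo Plus luminescence end-point.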
An asterisk follows results filed as active; [ ] = dose if it differs, or a comment. Unless noted, the call rests on the fitted dose curve; in most records, active means well fitted curve in the direction sought with a large enough effect; inconclusive means small, poorly fitted or top-dose-only effect, or another doubt; inactive means no such curve, though single readings can be large; an effect the other way counts as inactive or inconclusive. Not all compounds are listed; count on the stated rates, not on these rows.

What do the screens show for `CCCOc1ccccc1/C=C1\SC(N)=NC1=O`?
USP1-UAF1 inh: -11.9%; rTrxR1 inhibitor: -4.7%; Pin1 inhibitor: inconclusive; HP1b chromo inh: 30.2%; PI4K2A block: -2.1; TrxR1 substrate: -4.0%; GLS inh: 4.5%; IDH1 R132H inh: -3.8%; PGK inhibitor: -12.3%

Results for CN(C)S(=O)(=O)c1ccc(C(=O)Nc2ccc3nc(N4CCOCC4)sc3c2)cc1 ?
USP1-UAF1 inh: 0.4%; rTrxR1 inhibitor: -22.8%; Pin1 inhibitor: -2.5%; HP1b chromo inh: 13.1%; PI4K2A block: -1.9; TrxR1 substrate: -17.9%; GLS inh: 2.8%; IDH1 R132H inh: -1.2%; PGK inhibitor: -2.0%

How did OCCNCCCCOc1ccc(F)cc1 do in these assays?
USP1-UAF1 inh: -5.7%; rTrxR1 inhibitor: -4.6%[57.1 µM]; Pin1 inhibitor: inconclusive; HP1b chromo inh: 13.5%; PI4K2A block: -0.1; TrxR1 substrate: 3.1%[57.1 µM]; GLS inh: -5.0%; IDH1 R132H inh: 12.9%; PGK inhibitor: -7.4%

What do the screens show for `O=C(O)c1ccc(-n2nnnc2SCc2ccccc2Br)cc1`?
USP1-UAF1 inh: -8.7%; rTrxR1 inhibitor: 4.1%; Pin1 inhibitor: -9.0%; HP1b chromo inh: 39.2%[activator]; PI4K2A block: 1.0; TrxR1 substrate: -1.0%; GLS inh: -3.0%; IDH1 R132H inh: -18.8%; PGK inhibitor: -7.0%

What do the screens show for `Cc1nn(-c2cccc(C(F)(F)F)c2)c(=O)c2ccccc12`?
USP1-UAF1 inh: -16.0%; rTrxR1 inhibitor: -1.9%[57.1 µM]; Pin1 inhibitor: 4.0%; HP1b chromo inh: 48.1%[activator]; PI4K2A block: -0.6; TrxR1 substrate: 1.9%[57.1 µM]; GLS inh: -8.9%; IDH1 R132H inh: 3.9%; PGK inhibitor: 1.1%

What do the screens show for `Cn1c(=O)cc(OCC(=O)NC2CCCCC2)c2ccccc21`?
USP1-UAF1 inh: -10.2%; rTrxR1 inhibitor: -13.4%; Pin1 inhibitor: -0.6%; HP1b chromo inh: 27.6%; PI4K2A block: 4.8; TrxR1 substrate: -6.1%; IDH1 R132H inh: -4.6%; PGK inhibitor: 5.2%

What do the screens show for `O=C(Cc1ccc(Cl)c(Cl)c1)N1CCOCC1`?
USP1-UAF1 inh: -16.3%; rTrxR1 inhibitor: 11.0%; Pin1 inhibitor: 0.1%; HP1b chromo inh: -30.3%; PI4K2A block: 9.3; TrxR1 substrate: -3.3%; GLS inh: 15.8%; IDH1 R132H inh: -17.2%; PGK inhibitor: -2.9%

Results for CCOC(=O)c1cnc2c(C(=O)OCC)cnn2c1N ?
USP1-UAF1 inh: -13.9%; rTrxR1 inhibitor: 13.8%[57.1 µM]; Pin1 inhibitor: 0.6%; HP1b chromo inh: -7.0%; PI4K2A block: 3.9; TrxR1 substrate: 41.1%; GLS inh: 4.7%; IDH1 R132H inh: 7.3%; PGK inhibitor: -4.9%

Results for CCN1/C(=N\N)c2cccc3cccc1c23 ?
USP1-UAF1 inh: -12.2%; rTrxR1 inhibitor: -17.0%; Pin1 inhibitor: inconclusive; HP1b chromo inh: inconclusive; PI4K2A block: -7.3; TrxR1 substrate: 3.3%; GLS inh: 4.4%; IDH1 R132H inh: 4.6%; PGK inhibitor: -13.3%

What do the screens show for `O=[N+]([O-])c1ccc(S(=O)(=O)N2CCN(c3ccccn3)CC2)cc1`?
USP1-UAF1 inh: -25.4%; PI4K2A block: 2.7; GLS inh: 1.9%; IDH1 R132H inh: -1.9%; PGK inhibitor: inactive

How did CSCCC(NC(=O)CCC(=O)OCC(=O)[C@@]1(O)CCC2[C@@H]3CCC4=CC(=O)C=C[C@]4(C)C3[C@@H](O)C[C@@]21C)C(=O)O (some centres undefined) do in these assays?
USP1-UAF1 inh: -11.5%; rTrxR1 inhibitor: 28.9%; Pin1 inhibitor: -9.7%; HP1b chromo inh: 40.1%[activator]; PI4K2A block: 0.4; TrxR1 substrate: 0.7%; GLS inh: 8.0%; IDH1 R132H inh: -10.0%; PGK inhibitor: 0.3%

How did COc1ccc(Cl)cc1-n1c(=S)sc2c(=O)[nH]c(SCC(=O)NCC3CCCO3)nc21 (centres undefined) do in these assays?
USP1-UAF1 inh: -12.0%; rTrxR1 inhibitor: 6.0%; Pin1 inhibitor: 3.6%; HP1b chromo inh: 6.1%; PI4K2A block: -0.9; TrxR1 substrate: 2.9%; GLS inh: -24.7%; IDH1 R132H inh: -11.5%; PGK inhibitor: -3.7%

How did CCOC(=O)COc1c(OC)cc(Cl)cc1C1Nc2ccccc2C(=O)N1c1ccccc1 (centres undefined) do in these assays?
USP1-UAF1 inh: -15.3%; rTrxR1 inhibitor: 54.4%[activator]; Pin1 inhibitor: -2.7%; HP1b chromo inh: 39.3%; PI4K2A block: -4.2; TrxR1 substrate: 109.2%[activator]; GLS inh: 3.4%; IDH1 R132H inh: 0.0%

What do the screens show for `Cc1ccc(CCNc2ccccc2C)cn1`?
USP1-UAF1 inh: 5.4%; rTrxR1 inhibitor: -13.7%; Pin1 inhibitor: 4.8%; HP1b chromo inh: -3.5%; PI4K2A block: -8.2; TrxR1 substrate: -10.3%; GLS inh: 26.9%; IDH1 R132H inh: 4.1%; PGK inhibitor: -1.6%

What do the screens show for `O=C(CSc1ncccn1)N1CCN(S(=O)(=O)c2ccccc2)CC1`?
USP1-UAF1 inh: -21.8%; rTrxR1 inhibitor: 13.0%; Pin1 inhibitor: 5.2%; HP1b chromo inh: 45.9%[activator]; PI4K2A block: 1.7; TrxR1 substrate: 2.3%; GLS inh: 0.4%; IDH1 R132H inh: 0.0%; PGK inhibitor: -1.8%

Results for COc1ccc(NC(=O)COC(=O)CCc2cc(OC)c(OC)c(OC)c2)c([N+](=O)[O-])c1 ?
USP1-UAF1 inh: -12.5%; rTrxR1 inhibitor: 4.2%[57.1 µM]; Pin1 inhibitor: -0.1%; HP1b chromo inh: 3.5%; PI4K2A block: 4.9; TrxR1 substrate: 2.8%[57.1 µM]; GLS inh: -10.0%; IDH1 R132H inh: 1.1%; PGK inhibitor: -3.4%

Results for Cc1[nH]c2ccccc2c1C(=O)CN1C(=O)C(=O)N(Cc2ccco2)C1=O ?
USP1-UAF1 inh: -0.9%; rTrxR1 inhibitor: 8.7%[57.1 µM]; Pin1 inhibitor: 3.0%; HP1b chromo inh: 15.3%; PI4K2A block: 2.2; TrxR1 substrate: 9.6%[57.1 µM]; GLS inh: 10.6%; IDH1 R132H inh: 3.1%; PGK inhibitor: 6.4%

Results for Cc1ccc(C(=O)Nc2ccccc2-c2ccccc2)cc1[N+](=O)[O-] ?
USP1-UAF1 inh: -0.9%; rTrxR1 inhibitor: 8.3%; Pin1 inhibitor: -8.7%; HP1b chromo inh: -14.4%; PI4K2A block: 0.7; TrxR1 substrate: -9.0%; GLS inh: -0.2%; IDH1 R132H inh: 9.1%; PGK inhibitor: inactive

Results for CCN1CCN(CCC(=O)Nc2cc(OC)cc(OC)c2)CC1 ?
USP1-UAF1 inh: 3.8%; rTrxR1 inhibitor: 0.9%[57.1 µM]; Pin1 inhibitor: 6.1%; HP1b chromo inh: 10.5%; PI4K2A block: -21.1; TrxR1 substrate: -5.2%; GLS inh: 7.1%; IDH1 R132H inh: -4.5%; PGK inhibitor: -4.7%

Results for COc1cccc(NC(=S)N2CCN(S(C)(=O)=O)CC2)c1 ?
USP1-UAF1 inh: -19.3%; rTrxR1 inhibitor: 6.5%; Pin1 inhibitor: -8.5%; HP1b chromo inh: 27.9%; PI4K2A block: 3.0; TrxR1 substrate: 3.3%; GLS inh: 13.4%; IDH1 R132H inh: 0.0%; PGK inhibitor: -9.2%

What do the screens show for `COCCNC(=O)C12CC3CC(CC(Cl)(C3)C1)C2`?
USP1-UAF1 inh: 4.2%; rTrxR1 inhibitor: 7.7%[57.1 µM]; Pin1 inhibitor: -16.6%; HP1b chromo inh: 7.1%; PI4K2A block: -1.7; TrxR1 substrate: 7.0%[57.1 µM]; GLS inh: -15.3%; IDH1 R132H inh: 18.9%; PGK inhibitor: -9.9%

What do the screens show for `CCCc1nc2ccccc2c(C(=O)OCC(=O)NCc2ccc3c(c2)OCO3)c1CC`?
USP1-UAF1 inh: -13.5%; rTrxR1 inhibitor: 10.5%; Pin1 inhibitor: 7.9%; HP1b chromo inh: 38.3%; PI4K2A block: 1.9; TrxR1 substrate: -0.8%; GLS inh: 0.2%; IDH1 R132H inh: -11.0%; PGK inhibitor: 1.1%

Results for CC(=O)NS(=O)(=O)c1ccc(NS(=O)(=O)c2ccc3ccccc3c2)cc1 ?
USP1-UAF1 inh: -18.4%; rTrxR1 inhibitor: 21.6%; Pin1 inhibitor: -0.4%; HP1b chromo inh: 71.7%[activator]; PI4K2A block: 1.0; TrxR1 substrate: 3.3%; GLS inh: -12.6%; IDH1 R132H inh: 7.1%; PGK inhibitor: -9.5%

What do the screens show for `Cc1ccc(S(=O)(=O)N2CCCC2CNC(=O)c2ccc(F)c(F)c2)cc1` (centres undefined)?
USP1-UAF1 inh: -3.3%; rTrxR1 inhibitor: -9.7%; Pin1 inhibitor: 14.0%; HP1b chromo inh: 24.3%; PI4K2A block: 2.4; TrxR1 substrate: -12.2%; GLS inh: 4.9%; IDH1 R132H inh: 1.5%; PGK inhibitor: -1.2%
